Screening data from PubChem.
STEP inh: blocks human striatal-enriched tyrosine phosphatase. inhibition, % at 20 µM. recombinant STEP, OMFP fluorogenic substrate, fluorescence. 0.25% of 360,000 active. P54829;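 active means inhibition at 20 µM, scaled per plate between control wells, above about 37%, limit read from the data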;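 further: 0% = DMSO with enzyme and substrate and 100% = substrate only without enzyme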
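Assay system: isolated STEP enzyme. Buffer or medium: pH 6.0 Bis-Tris with DTT and Tween 20. Also added: fluorogenic phosphatase substrate OMFP at 25 µM final. Dosing: 20 µM, 1% DMSO. Timing: 20 min reaction, room temperature, in the dark. Measured by: fluorescence intensity, excitation 480 nm, emission 540 nm. Evaluation: normalized % inhibition.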
Scp1 inh: Scp-1 (human) phosphatase inhibition. AID 493091. Recombinant Scp1, phosphopeptide, malachite green phosphate absorbance. Q9GZU7. 0.88% of 340,000 active. inhibition, % at 20 µM;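 active means inhibition above about 50% at 20 µM, limit read from the data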;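 further: plate controls were DMSO wells with enzyme for no effect and wells lacking enzyme for full effect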
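assay system = SCP-1 phosphatase catalytic domain, residues 76-261 | buffer or medium = 50 mM Tris acetate pH 5.5, 0.005% Tween-20, 10 mM MgCl2 | incubation = enzyme reaction 45 min at room temperature, colour 5 min, stabilisation 30 min | signal = Phosphate-binding colour reagent, absorbance read at 630 nm | measure = % inhibition at 20 µM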
NRP1-CendR mod: NRP-1/CendR interaction modulation. 0.85% of 360,000 active. FAM-RPARPAR peptide binding to NRP-1, fluorescence polarization. inhibition, % at 25 µM. AID 602438;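 active means inhibition or corrected inhibition above about 18%, plus a signal ratio from 0.5 to 1.5, limit read from the data, passing the limit was not always enough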; further: strong numbers were not always called active
MT1-MMP act inh: MT1-MMP (human) activation inhibition; GFP/RFP ratio change, % at 20 µM; AID 651647; P50281; HT1080 RFP-PRO-GFP cells, GFP/RFP ratio fluorescence, overnight; percent of plate control window, DMSO zero; 0.061% of 360,000 active;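 active means GFP/RFP ratio change of at least 30% with cell ATP level not reduced by more than half and red fluorescence within 50% of control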; further: strong numbers were not always called active
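Test system: HT1080 RFP-PRO-GFP cells; Benchmarks: DMSO and RFP-L50D-GFP cell wells; Timing: cells overnight before dosing, compound overnight, 37 °C, 5% CO2; Compound: one 20 µM compound dose with 1% DMSO; Read-out: GFP/RFP fluorescence ratio.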
LMPTP inh: LMPTP (human) inhibition. recombinant LMPTP-A, OMFP fluorogenic substrate, fluorescence intensity. inhibition, % at 20 µM. 0.22% of 360,000 active;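 active means compounds that cut the enzyme signal by at least half of the control window in the single-dose screen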;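 further: plate controls were DMSO wells with enzyme plus substrate for no effect and substrate without enzyme for full effect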
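Buffer or medium: Bis-Tris pH 6.0, DTT, detergent; Assay system: LMPTP-A enzyme; Quantity: 0.625 nM enzyme; Detection: endpoint fluorescence intensity; Times: 50 min dark incubation at room temperature; Controls: substrate-only low control, DMSO enzyme-plus-substrate high control; Doses: single 20 µM dose; Read-out: percent inhibition versus substrate-only and uninhibited controls; Reagent: 400 µM OMFP.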
DNMT1 inh: DNMT1 (human) enzyme inhibition. AID 588458. P26358. 0.83% of 360,000 active. DNMT1 molecular beacon, Hinp1I cleavage, fluorescence. inhibition (reported as % activation of signal), % at 10 µM; in the data active means inhibition above about 50%
Target sequence (P26358 504-1616 limits assumed): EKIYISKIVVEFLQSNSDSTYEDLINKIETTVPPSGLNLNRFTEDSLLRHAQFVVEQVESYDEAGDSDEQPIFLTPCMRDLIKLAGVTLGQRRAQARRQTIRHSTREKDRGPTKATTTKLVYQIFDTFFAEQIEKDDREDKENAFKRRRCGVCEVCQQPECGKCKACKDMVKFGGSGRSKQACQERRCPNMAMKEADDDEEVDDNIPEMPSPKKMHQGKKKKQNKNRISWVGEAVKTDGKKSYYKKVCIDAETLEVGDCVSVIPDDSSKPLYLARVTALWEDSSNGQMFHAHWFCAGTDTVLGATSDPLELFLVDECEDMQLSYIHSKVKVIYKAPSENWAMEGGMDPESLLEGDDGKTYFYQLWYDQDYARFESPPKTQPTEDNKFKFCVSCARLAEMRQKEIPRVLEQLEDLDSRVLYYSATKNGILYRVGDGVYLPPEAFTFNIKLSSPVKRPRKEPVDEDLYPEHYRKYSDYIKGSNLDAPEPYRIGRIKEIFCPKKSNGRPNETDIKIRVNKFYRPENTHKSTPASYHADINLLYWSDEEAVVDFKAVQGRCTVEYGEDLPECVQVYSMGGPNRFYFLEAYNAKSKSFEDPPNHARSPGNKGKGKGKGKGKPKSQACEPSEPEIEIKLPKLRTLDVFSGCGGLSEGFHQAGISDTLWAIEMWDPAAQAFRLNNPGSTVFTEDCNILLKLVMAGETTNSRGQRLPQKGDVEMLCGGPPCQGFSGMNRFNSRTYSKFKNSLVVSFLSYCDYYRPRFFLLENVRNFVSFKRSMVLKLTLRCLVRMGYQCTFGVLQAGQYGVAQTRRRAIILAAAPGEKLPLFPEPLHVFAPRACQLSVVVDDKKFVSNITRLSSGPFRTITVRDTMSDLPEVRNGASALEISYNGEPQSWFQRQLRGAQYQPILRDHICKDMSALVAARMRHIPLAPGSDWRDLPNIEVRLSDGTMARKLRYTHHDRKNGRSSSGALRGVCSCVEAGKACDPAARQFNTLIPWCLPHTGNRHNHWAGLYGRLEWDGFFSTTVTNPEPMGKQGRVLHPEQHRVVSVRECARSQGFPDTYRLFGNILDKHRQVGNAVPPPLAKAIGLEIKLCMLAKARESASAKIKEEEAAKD
NadD inh: blocks S. aureus nicotinate mononucleotide adenylyltransferase | purified NadD enzyme, colorimetric absorbance read-out | inhibition, % at 20 µM | 0.78% of 360,000 active | AID 602399; in the data active means inhibition above about 26%; further: some compounds past the cut are filed as inactive
SUMO1-SIM PPI: SUMO1-SIM interaction modulation | P63165 | 0.33% of 360,000 active | SUMO1 binding to a labelled peptide, TR-FRET, 1 h | inhibition, % at 20 µM; in the data active means inhibition above about 37%
SKN-1 block: inhibitors of C. elegans SKN-1; 0.49% of 360,000 active; inhibition, % at 21.8 µM; C. elegans VP596 Pgst-4::GFP/RFP ratio, acrylamide-induced, 24 h;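 active means interference check ratio from 0.5 to 1.5 plus GFP to RFP signal ratio inhibition reaching or exceeding a fixed threshold, cut at about 30% in these data, passing the limit was not always enough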; further: some compounds called inactive have numbers as strong as hits
Rpn11 inh: blocks the human proteasome subunit Rpn11; O00487; human 26S proteasome, Ub4-pepOG fluorescence polarization; 20S core pre-blocked with epoxomicin; calls only at 20 µM; 0.59% of 360,000 active; AID 588493;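 active means inhibition at 20 µM, scaled to each plate's controls, above about 33%, limit read from the data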
Numbers without * were called inactive; i = inactive; · = no result given.

SMILES	STEP inh	Scp1 inh	NRP1-CendR mod	MT1-MMP act inh	LMPTP inh	DNMT1 inh	NadD inh	SUMO1-SIM PPI	SKN-1 block	Rpn11 inh
Cc1cc(-c2nnc(SCC(=O)Nc3ccc(F)cc3)n2N)n[nH]1	-1	-8	8	-1	-0.7	0	4	12	21	i
CCN(CC)S(=O)(=O)c1ccc(-c2nnc(SCC(=O)c3ccc(OC)cc3)o2)cc1	-3	-4	6	4	-1.0	2	-1	-1	-4	i
COc1cccc(C(=O)N2CCN(c3nc4cc(C)cc(C)c4cc3C#N)CC2)c1	0	·	-4	1	4.7	-3	1	-258	8	i
COc1ccc(S(=O)(=O)N(CCC(=O)O)Cc2ccccc2)cc1	-5	-5	1	4	-2.2	4	0	-3	-5	i
COc1ccc(-c2cc(C)no2)cc1S(=O)(=O)Nc1ccc(NC(C)=O)cc1	-1	-9	-3	-2	0.1	2	-6	3	9	i
O=C(Cc1ccc(Br)cc1)Nc1cccc(S(=O)(=O)N2CCCCC2)c1	-3	·	-4	9	1.7	4	-4	2	-10	i
Cc1ccc([N+](=O)[O-])c(OCCN2CCC(Cc3ccccc3)CC2)c1	-2	-2	-8	4	-1.4	-5	-9	-11	6	i
O=C(NCCCCO)C(F)(F)C(F)(F)C(F)(F)C(=O)NCCCCO	-2	-4	11	-1	-1.6	2	-5	3	1	i
CCN(C1CCS(=O)(=O)C1)S(=O)(=O)c1cccc([N+](=O)[O-])c1 (stereo not drawn)	2	0	5	3	0.0	2	0	-16	8	i
Cc1nnc(N2CCCC(C(=O)NCc3ccccc3F)C2)c2nn(-c3ccccc3)c(C)c12 (stereo not drawn)	0	2	-18	-9	-0.1	-1	0	-4	15	i
O=C(c1ccccc1)c1sc(Nc2ccc3c(c2)OCO3)nc1-c1ccccc1	0	·	1	-6	5.2	-15	21	-1	14	i
O=C(Cn1nc(C(=O)O)c2ccccc2c1=O)c1c[nH]c2ccccc12	-2	-4	-10	-7	0.0	-3	4	-18	-13	i
COc1ccc(CCN=Cc2ccc(O)cc2)cc1OC	3	-7	2	3	0.5	2	-6	0	-4	i
N/C(=N\OC(=O)c1cc(Br)ccc1Cl)c1cccnc1	2	-2	-3	-4	0.1	1	-5	0	23	i
Cc1c(N=Cc2ccncc2)c(=O)n(-c2ccccc2)n1C	1	-7	2	10	-0.8	0	1	-16	-13	i
COc1ccc(CNS(=O)(=O)c2ccc(F)cc2Br)cc1	-1	-11	-8	1	-0.8	-1	-2	3	1	i
CC1(C)C(CC(=O)O)CC1C(=O)O (stereo not drawn)	0	-13	24*	-3	-0.3	2	-2	4	-16	i
Cc1ccc(OC(=O)Nc2ccccc2)cc1	2	-7	-6	1	-0.3	2	5	-4	-1	i
CC(NC(=O)c1ccco1)C(=O)N1CCN(C(c2ccccc2)c2ccccc2)CC1 (stereo not drawn)	1	-10	8	-4	1.6	-1	-6	4	3	i
COCCN(C(=O)CCC(=O)Nc1ccccn1)C(C(=O)NC1CCCC1)c1ccc(OC)cc1 (stereo not drawn)	-3	-7	3	5	-3.3	0	-1	2	-6	i
CCN(CC)S(=O)(=O)c1cccc(C(=O)N2CCCc3ccccc32)c1	-2	-2	-3	2	-1.1	1	3	-2	-13	i
CCCC(=O)NC(c1ccc(OCC)cc1)c1ccc(OC)c(OC)c1 (stereo not drawn)	2	-3	-6	7	-0.1	1	8	6	13	i
Cc1nn(Cc2ccccc2)c(Cl)c1/C=N/NC(=O)CNc1cccc(C(F)(F)F)c1	-3	-1	-11	-6	2.3	-5	-3	0	-3	i
O=C(COc1ccc(Br)cc1)NNC(=O)c1cc(S(=O)(=O)N2CCOCC2)ccc1Cl	1	-6	16	1	-0.4	5	5	5	1	i
COc1cccc(NC(=O)CC2C(=O)NC3CCCCC3N2C(=O)c2ccccc2)c1 (stereo not drawn)	0	-4	-8	-2	0.8	4	-1	-2	5	i
O=C(CSc1ncn(-c2ccccc2)n1)c1cccs1	-1	-9	-7	-3	0.8	-2	5	1	18	i
CCOC(=O)C1(CCOc2ccccc2)CCN(Cc2cccc(OCCO)c2)CC1	-2	-8	-4	1	-1.4	-6	-3	3	6	i
CN(C)c1ccc(C(=S)N2CCN(c3ccccc3)CC2)cc1	4	-5	4	-1	2.8	-6	-9	8	-11	i
CCCCNC1=NCCS1	-2	0	15	2	-0.8	3	-2	-1	3	i
CCN(CC)C(=O)c1cc2c(=O)n3cccc(C)c3nc2n1C	3	-5	16	6	0.1	-2	-5	-8	-13	i
CC(C)OC(=O)C(CC(=O)O)NCc1ccccc1 (stereo not drawn)	0	3	-17	-4	-3.0	-2	-4	-2	-4	i
C[C@H]1CCCCO[C@@H](CN(C)C(=O)NC2CCCCC2)[C@@H](C)CN([C@@H](C)CO)C(=O)c2cc(NC(=O)Cc3ccccc3)ccc2O1	0	·	-1	-2	-0.7	0	0	2	4	i
COc1ccc(N2C(=O)NC(NC(=O)c3cccnc3)(C(F)(F)F)C2=O)cc1 (stereo not drawn)	-3	-8	5	4	0.3	0	0	4	5	i
CC(C)C[C@H](NC(=O)N1CCn2c1nc1ccccc12)C(=O)NC1CC1	0	-4	-4	2	-0.2	2	5	4	0	i
COC(=O)C(C)NC(=O)C1CCCN1C(=O)CNC(=O)OCc1ccccc1 (stereo not drawn)	1	-12	-2	1	-0.2	3	-3	0	3	i
C#CCOCCOCCOCCNc1nc(N2CCN(C(=O)Cn3cc(CCO)nn3)CC2)nc(N2CCN(C(=O)Cn3cc(CCCCN)nn3)CC2)n1	-2	-1	17	0	-7.6	2	-7	-6	17	i
CC(C)=CCC/C(C)=C/C=N/NC(=O)c1ccc([N+](=O)[O-])cc1	2	-14	5	2	-1.2	1	4	-19	17	i
CCC(C)(C)NC(=O)C(Sc1ccccc1)c1ccccc1 (stereo not drawn)	2	-10	2	-4	0.2	-3	-3	0	5	i
O=C(O)Cc1c(-c2ccccc2)c2cc(Cl)ccc2[nH]c1=O	-3	3	6	1	-1.2	3	-5	0	-17	i
CCOC(=O)c1c(C)[nH]c(N=Nc2ccc(OC)cc2)c1C	14	2	3	4	3.1	-4	-5	-5	19	i
COc1cc(C)c(S(=O)(=O)N2CCN(C)CC2)cc1C	-2	-8	7	1	-2.4	4	1	1	-5	i
Nc1ccc(Cc2nc3c(ccc4ccccc43)[nH]2)cc1	3	32	-13	6	-0.3	-26	11	9	12	i
COc1cc2c(=O)c(-c3ccc(O)cc3)coc2cc1OC1OC(CO)C(O)C(O)C1O (stereo not drawn)	0	-7	6	0	-0.3	-1	2	-3	16	i
CN1C(=O)C(C)(C)c2cc(S(=O)(=O)N3CCCC(C(=O)Nc4ccc(Cl)cc4)C3)ccc21 (stereo not drawn)	0	-13	6	-24	1.4	-5	7	6	3	i
CCN1C(=O)C(O)(CC(=O)/C=C/C=C/c2ccccc2)c2ccccc21 (stereo not drawn)	0	-4	4	-2	0.2	-1	0	-13	2	i
CCOC(=O)c1c(NC(=O)COC(=O)C2CCC2)sc(C(=O)N(C)C)c1C	2	-2	-5	0	0.1	0	0	3	-4	i
O=C1CSC(=S)N1N=Cc1ccc2c(c1)OCO2	0	5	-5	-2	-0.4	-17	6	0	-10	i
CCOc1cc(-c2noc(CCC(=O)NCC3CCCO3)n2)ccc1OC (stereo not drawn)	-1	-1	8	1	-0.9	1	-5	4	-2	i
O=C(O)c1nn(Cc2csc(-c3ccccc3)n2)c(=O)c2ccccc12	-2	-1	6	·	0.4	1	-7	0	-12	i
CCc1ccc(C(C)NC(=O)COC(=O)c2ccc(-n3cnnn3)cc2)cc1 (stereo not drawn)	-7	-11	-4	1	-2.1	2	-5	4	0	i
O=C(NC(Cc1cn(Cc2ccccc2)cn1)C(=O)O)OCC1c2ccccc2-c2ccccc21 (stereo not drawn)	0	·	-11	-1	1.6	-7	13	-4	-5	i
COc1ccc(/C=C/C(=O)NCCc2nc3ccccc3[nH]2)cc1	-1	-16	-7	4	-0.1	2	-1	-12	-10	i
CCOc1ccc(CN(C)C(=O)CNC(=O)c2sc3ccccc3c2Cl)cc1	2	-12	4	4	6.0	-4	-9	-12	15	i
COC(=O)c1cc(NC(=O)Cc2ccc(OC)cc2)cc(C(=O)OC)c1	6	-13	-4	5	-1.0	-3	-5	0	-4	i
Cc1ccc2[nH]c(=O)c(Cc3ccccc3)c(O)c2c1	-2	-7	-3	0	-0.6	1	-4	2	-2	i
O=S(=O)(NC1CCC(NS(=O)(=O)c2c(F)cccc2F)CC1)c1ccc2c(c1)OCCO2 (stereo not drawn)	-1	-5	4	4	-1.1	-2	1	3	14	i
Cc1ccc(Nc2nc(NCCCN3CCOCC3)nc(N)c2[N+](=O)[O-])cc1	2	-7	-4	-7	-0.7	2	-5	-13	8	i
O=C(CN(Cc1cccs1)C(=O)CNS(=O)(=O)c1ccccc1)NC1CCCC1	1	-2	1	-1	0.2	-2	0	1	1	i
O=C(CSc1nnc(NC(=O)c2c(F)cccc2F)s1)NCC1CCCO1 (stereo not drawn)	0	-6	4	4	-0.5	1	-2	9	9	i

3 entries drawn at random from those above, as already listed:
SMILES	STEP inh	Scp1 inh	NRP1-CendR mod	MT1-MMP act inh	LMPTP inh	DNMT1 inh	NadD inh	SUMO1-SIM PPI	SKN-1 block	Rpn11 inh
COc1cc2c(=O)c(-c3ccc(O)cc3)coc2cc1OC1OC(CO)C(O)C(O)C1O (stereo not drawn)	0	-7	6	0	-0.3	-1	2	-3	16	i
COc1ccc(/C=C/C(=O)NCCc2nc3ccccc3[nH]2)cc1	-1	-16	-7	4	-0.1	2	-1	-12	-10	i
CN1C(=O)C(C)(C)c2cc(S(=O)(=O)N3CCCC(C(=O)Nc4ccc(Cl)cc4)C3)ccc21 (stereo not drawn)	0	-13	6	-24	1.4	-5	7	6	3	i

Limited to SUMO1-SIM PPI and NadD inh, for some of the entries so far:
mol	SUMO1-SIM PPI	NadD inh
CCN1C(=O)C(O)(CC(=O)/C=C/C=C/c2ccccc2)c2ccccc21 (stereo not drawn)	-13	0
O=C1CSC(=S)N1N=Cc1ccc2c(c1)OCO2	0	6
O=C(O)c1nn(Cc2csc(-c3ccccc3)n2)c(=O)c2ccccc12	0	-7
O=C(NC(Cc1cn(Cc2ccccc2)cn1)C(=O)O)OCC1c2ccccc2-c2ccccc21 (stereo not drawn)	-4	13
